# 14-3-3g Raf: alters human 14-3-3 gamma binding to Raf peptide; P61981; FP, 14-3-3gamma / TMR-pS259-Raf peptide binding; inhibition, % at 40 µM; 0.19% of 160,000 active; AID 422; in the data active = inhibition above about 30%;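 also: 0% = protein plus tracer without compound and 100% = blank with tracer alone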
# Target sequence (P61981 whole entry, looked up): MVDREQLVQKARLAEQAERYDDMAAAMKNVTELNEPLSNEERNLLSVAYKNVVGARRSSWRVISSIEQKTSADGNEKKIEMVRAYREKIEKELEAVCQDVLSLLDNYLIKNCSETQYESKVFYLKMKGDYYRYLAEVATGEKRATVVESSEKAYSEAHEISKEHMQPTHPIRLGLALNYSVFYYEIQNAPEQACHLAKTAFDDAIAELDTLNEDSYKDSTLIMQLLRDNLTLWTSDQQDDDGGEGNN
# Numbers without * were called inactive; & = joins results of further samples. Not all compounds are listed; rates above refer to the full screens.
SMILES,14-3-3g Raf
O=C1[C@@H]2C(c3ccccc3Cl)=NO[C@@H]2C(=O)N1Cc1ccccc1,1.4
COc1ccc(CCNS(=O)(=O)c2ccc3c(c2)CC(C)N3C(C)=O)cc1OC (centres undefined),-1.2
CCOC(=O)C1=CN(c2ccc(F)cc2)C=C(C(=O)OCC)C1c1cccc(F)c1,-23.6
COc1ccccc1CNC(=O)CCn1c(=S)[nH]c2ccccc2c1=O,1.8
FC(F)(F)C1=CC(c2ccccc2)=NCCN1,4.6
CC1CCCN(S(=O)(=O)c2ccc3[nH]c(=O)cc(C(=O)NCc4ccc5c(c4)OCO5)c3c2)C1 (centres undefined),-10.4
CN(CC(=O)NCc1ccc(F)cc1)S(=O)(=O)c1ccc(Br)s1,-3.0
CCOc1ccc(CCNC(=O)C2c3ccccc3C(=O)N3CCc4ccccc4C23)cc1OCC (centres undefined),-2.5
COc1ccc(C(=O)Nc2cc(-c3nc4ccccc4o3)ccc2OC)cc1Cl,-114.0
COc1ccc(OC)c(C2CC(=O)C(C(C)C)C(c3cc(OC)ccc3OC)N2)c1 (centres undefined),1.4
CCOC(=O)c1ccccc1NS(=O)(=O)c1ccccc1,-14.5
O=C1CCC(=O)N1c1nc2n(n1)C(c1ccccc1)C=C(c1ccc(Br)cc1)N2 (centres undefined),-9.1
CCOC(=O)c1cccnc1SCC(=O)NCc1ccccc1,-0.9
Cn1c(=O)n(Cc2ccc(Cl)cc2)c(=O)c2c1nc1n2CCN1Cc1ccco1,1.7
COCc1[nH]nc2c1C(c1c(F)cccc1Cl)C(C#N)=C(N)O2 (centres undefined),3.6
Cc1ccc(-c2c3c(nc4sc(C(=O)c5ccc(F)cc5)c(N)c24)CCCC3)o1,-32.7
CCN(CC(=O)NC1CCCCC1)S(=O)(=O)c1ccc(Cl)cc1,-5.8
O=C1CCC(=O)N1C1c2ccccc2Oc2ccccc21,-6.6
O=C(NCc1ccc(F)cc1)c1ccc(Cn2c(=O)[nH]c3ccccc3c2=O)cc1,-4.1
COc1ccc(NC(=O)C2CC(=O)N(C)C(=Nc3ccc(C)c(C)c3)S2)cc1 (centres undefined),-9.2
O=C1CNC23CCCCC2C(c2ccccc2O3)C1C(=O)N1CCOCC1 (centres undefined),-6.1
CN1CCN(CCCNC(=O)c2ccc3c(c2)NC(=O)CS3)CC1,-5.2
CCOC(=O)C1=C(C)NC(=S)NC1c1ccc(N(CC)CC)cc1 (centres undefined),3.0
Cc1cc(C)n2nc(C(=O)NCc3ccccc3)cc2n1,-5.8
CC1CCCN(c2ccc(C(=O)NC3CCCCCC3)cc2[N+](=O)[O-])C1 (centres undefined),-2.3

# (continued)
SMILES,14-3-3g Raf
O=C(Cn1cnc2sc3c(c2c1=O)CCCC3)NCCCC(=O)Nc1ccccc1F,-3.0
COc1ccc(C(=O)Nc2c3c(nn2-c2cccc(Cl)c2)CS(=O)(=O)C3)cc1OC,-27.8
CCC(C)NC(=O)C1Cc2ccccc2CN1S(C)(=O)=O (centres undefined),-2.6
Nc1cccc(S(=O)(=O)c2ccc(N)c(N)c2)c1,-5.7
CC1(C)CC(=O)c2cc(C(=O)Nc3ccc(F)cc3)c(=O)n(-c3ccc(Cl)cc3)c2C1,3.1
CCCN1CCN(c2cc(Nc3ccc(F)cc3)c3c4c(onc24)-c2ccccc2C3=O)CC1,-296.1
COc1ccc(C(c2nnnn2Cc2cccs2)N2CCN(c3ccccc3F)CC2)cc1 (centres undefined),-2.0
CN(C)CCn1c(=S)[nH]c2c(sc3ccccc32)c1=O,2.4
Cc1nc2c(C(=O)NCc3ccccc3Cl)c[nH]n2c(=O)c1Cl,-0.1
CCOc1ccc(NC2=C(Cl)C(=O)N(C3CCCCC3)C2=O)cc1,-2.9
Cc1cc(OC2CCCCC2)nc(-c2ccccc2O)n1,3.6
O=C(CCN1CCN(CC(=O)Nc2ccccc2F)CC1)Nc1ccccc1F,-1.2
O=C(Nc1ccc(Cl)cc1)c1ccc(Oc2ccccc2)cc1,-1.5
COc1ccc(CC(=O)NCC(=O)n2nc(C)cc2C)cc1,-8.5
CC(CCc1ccccc1)NC(=O)CCCn1c(=O)[nH]c2ccsc2c1=O (centres undefined),-5.9
Cc1ccc(-n2ncc(-c3nnc(SCC(=O)NC4CCCC4)o3)c2N)cc1C,-10.7
CCOc1ccc(C2C(C(=O)Nc3ccc(F)cc3)=C(C)NC3=C2C(=O)CC(c2ccccc2)C3)cc1 (centres undefined),-3.2
Nc1nc2c(c3c1c(=O)oc1ccccc13)CCCCC2,-2.7&-0.8
CN(C)c1cccc(NC(=O)Cc2ccc(F)cc2)c1,-5.8&-15.4
CCn1c(Cc2ccccc2)nnc1SCC(=O)Nc1nccs1,5.5
CN(C1CCCCC1)S(=O)(=O)c1ccc(C(=O)Nc2ccccc2-c2nc3ccccc3[nH]2)cc1,-3.9
O=C(COC(=O)c1ccc(Br)cc1)c1ccc(Br)cc1,2.5
O=C(CCNS(=O)(=O)c1cccc2nonc12)NC1CCCCCC1,-10.3
COc1cc2c(cc1OC)C(C(=O)NCCCN1CCOCC1)C1c3ccccc3CCN1C2=O (centres undefined),-1.5
Cc1ccccc1C(=O)Oc1ccc2oc(C)c(C(=O)OC(C)C)c2c1,-8.7

# Part of the list above, reformatted:
compound	14-3-3g Raf
CCC(C)NC(=O)C1Cc2ccccc2CN1S(C)(=O)=O (centres undefined)	-2.6
Nc1cccc(S(=O)(=O)c2ccc(N)c(N)c2)c1	-5.7
CC1(C)CC(=O)c2cc(C(=O)Nc3ccc(F)cc3)c(=O)n(-c3ccc(Cl)cc3)c2C1	3.1
CCCN1CCN(c2cc(Nc3ccc(F)cc3)c3c4c(onc24)-c2ccccc2C3=O)CC1	-296.1

# (listing goes on)
SMILES,14-3-3g Raf
Cc1ccc(-c2nn(CC(=O)NCc3ccccn3)c(=O)c3ccccc23)cc1S(=O)(=O)N(C)C,-9.2
Cc1nnc(NCc2ccncc2)c2ccccc12,-14.0
COc1ccccc1N1C(=O)C2CCC(C)CC2C1=O (centres undefined),-3.8
Cc1cccc(CCNC(=O)C2CCC(CNS(=O)(=O)c3c(C)cc(C)cc3C)CC2)c1 (centres undefined),-6.7
O=c1c2c([nH]c3ccccc13)CCCCCC2,-0.5&-12.2
Cc1cc(CN2CCOCC2)c(O)c(C2(C)CCCCC2)c1,-1.3
COc1ccc2[nH]c3c(c2c1)CCc1nonc1-3,-29.4
COc1ccccc1OCCNC(=O)c1ccc(C(C)(C)C)cc1,-2.6
COc1ccc(C2CC(c3ccc(C)cc3)Nc3nnnn32)cc1 (centres undefined),-2.5
N#Cc1c2c(c(NCCCO)n3c1nc1ccccc13)CCC2,5.0
COc1ccc(NS(=O)(=O)c2cc(C(=O)Nc3ccccc3)ccc2OC)cc1,-3.3
COc1cc(OC)c(C2C(C#N)=C(N)OC3=C2C(=O)CC(C)(C)C3)cc1OC (centres undefined),11.9
Cc1ccc(S(=O)(=O)Nc2ccc3c(c2)ncn3C2CCCCC2)cc1,6.9
O=C(Nc1nc(-c2nc3ccccc3s2)cs1)C1CC1,-3.9
O=C(N1CCN(c2ccc(F)cc2)CC1)C12CC3CC(CC(C3)C1)C2,0.5&1.2
O=C(Nc1ccccc1Cl)c1cc2n(n1)C(C(F)(F)F)CC(c1ccc3c(c1)OCO3)N2 (centres undefined),-6.3
COc1ccc(Nc2nc3ccccc3nc2C)cc1,-135.5
Cc1ccc(-c2nnc(NCc3ccccc3)c3ccccc23)cc1S(=O)(=O)NC(C)(C)CO,-16.5
COC(=O)C(NC(=O)C12CC3CC(CC(Br)(C3)C1)C2)C(C)C (centres undefined),-11.4
Cc1nc(NCCN2CCOCC2)c2nnn(Cc3ccccc3Cl)c2n1,-3.2
COCCn1c(=N)c(C(=O)NC2CCCCC2)cc2c(=O)n3ccccc3nc21,-3.4
Cc1c(N)cccc1-c1nc2ncccc2o1,-8.9
CCN(CC)C(=O)C1CCC(C)(C(=O)O)C1(C)C (centres undefined),-8.7
CCSc1nnc(NC(=O)c2nc(-c3ccccc3)n(-c3ccccc3)n2)s1,-2.6
COc1cc(/C=N/n2c(C)nnc2C)cc(OC)c1OC,2.3

# The list continues:
SMILES,14-3-3g Raf
COc1ccccc1CNC(=O)CCNC(=O)Cn1cnc2ccccc2c1=O,-2.1
CC(=O)N(c1ccc(Cl)cc1)c1c[nH]c2ccccc12,-1.6&-0.2
COc1cc(Br)c(C=Nc2c(C)n(C)n(-c3ccccc3)c2=O)cc1OC,-16.2
O=C1C(c2ccc(F)cc2)N(Cc2ccccc2Cl)C(=O)CN1C1CCCCC1 (centres undefined),2.7
COCCn1c(=S)[nH]c2cc(C(=O)N3CCN(c4ccc(OC)cc4)CC3)ccc2c1=O,3.0
O=S(=O)(c1ccc(Cl)cc1)N1CCN(c2cccc(Cl)c2)CC1,-6.7
CS(=O)(=O)Nc1ccccc1C(=O)Nc1cccc(Cl)c1,1.8
COc1ccc(C(=O)c2cccc(C(=O)c3ccc(OC)cc3)c2)cc1,-1.8
CCCCOc1ccc(S(=O)(=O)n2nnc3ccccc32)cc1,-9.4
CCCCCCn1c(CN2CCCC(C)C2)nc2c1c(=O)n(C)c(=O)n2C (centres undefined),-14.2
O=C(CCNC(=O)Cn1ccc2ccccc2c1=O)NCc1ccco1,3.1
O=C(C1CC1)N1CCc2cc(Br)cc(S(=O)(=O)Nc3ccccc3Cl)c21,-15.8
CCC(=O)Nc1c(C)cc(C)cc1Cl,0.5
COc1cccc(NC(=O)N(Cc2cc3cc(C)cc(C)c3[nH]c2=O)CC2COCCO2)c1 (centres undefined),-6.7
CCOC(=O)c1cc(-c2ccccc2)sc1NC(=O)c1ccc([N+](=O)[O-])cc1,-3.5
O=C1CCCc2c1cc(C(=O)Nc1ccccc1Cl)c(=O)n2-c1ccccc1,-3.4
C=C(C)Cn1c(SCCC(=O)O)nc2c1c(=O)[nH]c(=O)n2C,-4.2
CC(C)c1nn2c(=O)cc(O)nc2s1,-13.8
CC(C)CNC(=O)c1c(N)n(/N=C/c2ccccn2)c2nc3ccccc3nc12,-7.8
c1ccc(-n2nnnc2N2CCOCC2)cc1,3.7
CCOc1cc(C2C(C(=O)OCC(C)C)=C(C)NC3=C2C(=O)CC(c2cccs2)C3)cc([N+](=O)[O-])c1O (centres undefined),-10.1
CCN(CC)c1ccc(-c2nn3c(-c4n[nH]c5c4CCC5)nnc3s2)cc1,-46.7
Cc1cc(C)c2c(n1)nn1c(N3CCN(Cc4ccccc4)CC3)cc(C)nc21,-1.3
CCOc1ccc(/C(O)=C2\C(=O)C(=O)N(c3ccccn3)C2c2ccc(C(C)C)cc2)c(C)c1 (centres undefined),-6.1
Cc1ccccc1N=C1NC(=O)CS1,-3.3&-5.5

# Part of the list above, with each value named.
Cc1ccccc1N=C1NC(=O)CS1
  14-3-3g Raf: -3.3&-5.5
O=C(CCNC(=O)Cn1ccc2ccccc2c1=O)NCc1ccco1
  14-3-3g Raf: 3.1

# (further entries)
SMILES,14-3-3g Raf
CCOC(=O)c1c(-c2ccc(C)cc2)csc1NC(=O)c1ccc(C)cc1,-3.1
O=[N+]([O-])c1cc2c(cc1C=Nc1ccccc1C(F)(F)F)OCO2,2.9
CCn1c(-c2ccc(OC)c(OC)c2)n[nH]c1=S,0.0
COc1ccc(C(=O)Nc2cc(S(=O)(=O)c3ccccc3)c(O)c(C)c2C)cc1,6.0
O=[N+]([O-])c1ccc(S(=O)(=O)NCc2ccc3c(c2)OCO3)cc1,5.1
O=C(O)c1ccc(NCCCN2CCOCC2)c([N+](=O)[O-])c1,-1.2
CCCS(=O)(=O)N1CCN(C(=O)c2ccc(F)cc2)CC1,-15.2
O=C(Oc1ccc2cc(-c3nc4ccccc4s3)c(=O)oc2c1)c1ccccc1,-7.0
COCCCn1c(C23CC4CC(CC(C4)C2)C3)cn2c3c(=O)n(C)c(=O)n(C)c3nc12,0.2
Cc1cc(NC(=O)c2ccc(Cl)cc2)ccc1-c1cc2ccccc2oc1=O,-0.3
O=C(CCNc1cccc(Cl)c1)c1ccco1,-1.4
OC(CCl)C12CC3CC(CC(C3)C1)C2 (centres undefined),5.4
N=C(N)SCCN1CCCC1=O,-6.1
COc1ccc(-c2noc(-c3cc(OC)cc(OC)c3)n2)cc1,-2.6
Cc1ccc(-n2ncc3c(=O)[nH]c(SCC(=O)N4CCCCC4)nc32)cc1,0.0&-10.7
CCOCCn1c(CN2CCN(c3ccc(OC)cc3)CC2)nc2c1c(=O)n(C)c(=O)n2C,-2.6
Cc1ccc2ccccc2c1CSc1ncn[nH]1,-1.1
COc1cc2c(cc1OC)C(c1cc(OC)c(OC)c(OC)c1)NCC2 (centres undefined),-9.1
CCN(CC)c1ccc(NC(=O)COc2ccc(C)cc2C)cc1,-8.6
CCCC(c1nnnn1Cc1ccc(F)cc1)N1CCN(C2CCCCC2)CC1 (centres undefined),-6.2
CCOC(=O)c1sc(NC(=O)c2c(C)noc2C)c(C(=O)OCC)c1C,0.5
COc1ccc(CNC(=O)CCc2nc(-c3ccc(C)cc3)no2)c(OC)c1,-11.2
CCc1ccccc1NC(=O)CC1Sc2ccc(C(F)(F)F)cc2NC1=O (centres undefined),-3.0
CCC(C)NC(=O)c1c(Cl)nc(C)c(Cl)c1C (centres undefined),0.3
Cc1cccc(OCCSc2cc(C)nc(N)n2)c1,-1.8

# Next section.
SMILES,14-3-3g Raf
O=C(CCN1C(=O)c2ccccc2C1=O)Nc1ccc(F)cc1F,3.8
O=C(NCc1ccccc1)c1ccc2c(c1)[nH]c(=S)n1c3ccccc3nc21,-7.4
CCC(=O)Nc1ccc(OC)cc1OC,-12.8
CCC(C)OC(=O)C1=C(C)NC2=C(C(=O)CC(c3ccc(Cl)cc3)C2)C1c1cc(Br)c(O)c(OC)c1 (centres undefined),7.1
CC1CCCN(S(=O)(=O)c2ccc(NC(=O)CN3CCN(C)CC3)cc2)C1 (centres undefined),-2.2
O=C(Nc1ccccc1C(F)(F)F)c1cc2n(n1)C(C(F)(F)F)CC(c1cccs1)N2 (centres undefined),2.8
COc1cc2ccccc2cc1C(=O)Nc1ccc(-c2nc3ncccc3o2)cc1,-42.3
O=C(CSc1c2c(nc3ccccc13)CCCC2)N1CCCc2ccccc21,-4.2

# Quoted from above (two entries):
SMILES,14-3-3g Raf
COc1cc2ccccc2cc1C(=O)Nc1ccc(-c2nc3ncccc3o2)cc1,-42.3
O=C(CSc1c2c(nc3ccccc13)CCCC2)N1CCCc2ccccc21,-4.2
